Screening data deposited in PubChem by National Center for Advancing Translational Sciences (NCATS).
B2AR arrestin: beta2AR (human) beta-arrestin recruitment activity | Potency, µM (series often up to 46.1 µM), without a hit: at the highest dose activation, most hits filed as activators | 330,000 compounds, 0.02% hits | beta-arrestin recruitment to beta2AR, cell-based reporter;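 note: potency is the fitted concentration of half-maximal effect; 0% = DMSO controls and full agonism = EC100 isoproterenol or metaproterenol; nearly all actives have a fitted effect of over 65% in size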
Eya2 inh: Eya2 (human) phosphatase inhibition | recombinant Eya2, OMFP fluorescence dephosphorylation (OMFP is methylfluorescein phosphate) | Potency, µM (series often up to 76.9 µM), for the others: top-dose activity, negative = inhibition, most hits filed as inhibitors | 330,000 compounds, 0.006% hits | O00167 | AID 488837; note: potency is the fitted concentration of half-maximal effect
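Eya2 (0.2 uM) preincubated 10 min at ambient with compound, then OMFP substrate added at 50 uM; 10 min reaction in 50 mM HEPES pH 7.5, 50 mM NaCl, 5 uM MgCl2, 0.05% BSA, 1 mM DTT. Fluorescence read at Ex 485/Em 525 nm.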
KCNH2 3.1 inh: KCNH2 3.1 (human) potassium channel inhibition | 340,000 compounds, 0.95% hits | activity change, % (tested at about 1.8 µM) | U2OS KCNH2 3.1, thallium flux FluxOr; hits give low values;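 active = maximum activity change below -70%; inconclusive = maximum activity change from -70% to -50%; inactive = maximum activity change above -50%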;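 note: thallium influx rate constant from kinetic fluorescence after stimulation buffer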
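U2OS cells transduced with KCNH2 3.1 mutant virus (1.77 x 10^8 /mL, 4 h), plated overnight at 37 C, loaded 45 min with FluxOr dye plus Red40 quencher. Thallium flux rate constant from kinetic reads after stimulation buffer, normalised to controls.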
Giardia killer: Giardia lamblia killing. Giardia lamblia trophozoite viability. activity change, % at 7.66 µM, hits read low. 340,000 compounds, 0.15% hits. AID 540267; in the data active = activity change below about -80%; inconclusive = between about -30% and that limit;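 note: parasites exposed to compound for two days anaerobically before the ATP read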
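Giardia trophozoites, 100 cells per well, were exposed to compounds for 48 hrs at 37 deg C under anaerobic conditions; viability was then read as ATP content by bioluminescence after 15-30 min at room temperature.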
KCNH2 WT inh: inhibitors of human wildtype KCNH2 potassium channel; Q12809; U2OS, BacMam KCNH2, thallium flux FluxOr; hits give low values; activity change, % at 1.84 µM; 340,000 compounds, 0.37% hits;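 active = maximum activity change below -70%; inconclusive = maximum activity change between -70% and -50%; inactive = maximum activity change above -50%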
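U2OS cells transduced with wild-type KCNH2 virus are loaded with FluxOr dye for 45 min, and thallium flux is measured in kinetic reads before and after stimulation buffer. Rate constants are normalized to DMSO controls.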
USP2a block: inhibitors of human ubiquitin-specific protease USP2a; USP2 core, Ub-CHOP2 coupled fluorogenic reporter, 485/531; Potency, µM (highest dose often 38.3 µM), for the others: at the top dose activity change, negative = inhibition, most hits filed as inhibitors; 330,000 compounds, 0.01% hits;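 note: potency is the fitted concentration of half-maximal effect; plate controls were DMSO wells for no effect and full inhibition by NEM control for full effect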
Target sequence (O75604 whole entry, looked up): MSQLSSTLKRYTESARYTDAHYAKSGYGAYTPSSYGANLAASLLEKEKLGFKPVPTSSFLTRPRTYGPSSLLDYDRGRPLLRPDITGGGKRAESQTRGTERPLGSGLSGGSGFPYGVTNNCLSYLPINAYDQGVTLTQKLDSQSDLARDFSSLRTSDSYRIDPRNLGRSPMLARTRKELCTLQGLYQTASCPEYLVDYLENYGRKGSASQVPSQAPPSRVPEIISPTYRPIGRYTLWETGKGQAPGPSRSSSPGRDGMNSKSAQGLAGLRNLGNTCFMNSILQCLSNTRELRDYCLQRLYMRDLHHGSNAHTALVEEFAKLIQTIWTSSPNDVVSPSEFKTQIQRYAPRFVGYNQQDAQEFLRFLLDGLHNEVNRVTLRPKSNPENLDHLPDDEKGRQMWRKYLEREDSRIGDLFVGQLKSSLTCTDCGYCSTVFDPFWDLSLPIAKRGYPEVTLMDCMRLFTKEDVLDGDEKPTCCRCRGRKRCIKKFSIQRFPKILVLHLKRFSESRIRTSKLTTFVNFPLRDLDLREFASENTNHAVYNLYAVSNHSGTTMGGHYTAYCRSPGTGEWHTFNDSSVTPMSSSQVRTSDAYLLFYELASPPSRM
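Deubiquitinase activity read as fluorescence (485/531 nm) after Ub-CHOP2 cleavage activates the enterokinase reporter on its substrate; USP2 core 10nM, Ub-CHOP2 and substrate 25nM each, 30min compound preincubation then 60min RT; data normalized to NEM, curves fitted.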
BCR signal inh: chronic active BCR signaling inhibition. AID 493014. 340,000 compounds, 0.05% hits. ABC-DLBCL IkBa-CBG/CBR reporter, luminescence ratio, 4 h. Potency, µM (series often up to 46.1 µM), inactives show at the highest dose ratio change, negative = lower green/red ratio, usual class: inhibitors; active = well fitted inhibition curve with a large enough effect in the signal ratio, with a control signal flat, not every such curve was filed as active; inconclusive = small, poorly fitted or top-dose-only effect, or effect the other way, or a change in a side signal; the % refers to the signal ratio;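 note: potency is the fitted concentration of half-maximal effect; plate controls were basal doxycycline-induced cells for no effect and cells given 10 µM MG132 for full effect; MG132 reads +100%, hits lower the ratio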
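Compounds up to 46 uM were incubated four hours with TMD8 cells whose green CBG68 luciferase is fused to IkappaBalpha; red CBR luminescence normalised the signal, and concentration-effect curves were fitted to fusion, red and ratio data.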
uPA generation: blocks generation of uPA at the cell surface. 330,000 compounds, 0.31% hits. cell surface uPA generation assay, qHTS. Potency, µM (series often up to 38.3 µM), without a hit: top-dose activity change, negative = inhibition, most hits filed as inhibitors; active = well fitted inhibition curve with a large enough effect; inconclusive = small, poorly fitted or top-dose-only effect; inactive = no such curve, though single readings can be large or run the other way; tested in mouse RAW 264.7 cells; note: potency is the fitted concentration of half-maximal effect; nearly all actives have a fitted effect of over 55% in size
PKM2 act: increases activity of human pyruvate kinase M2. purified PKM2, Kinase-Glo ATP luminescence, activation; response scale: 0% is enzyme alone, no compound. P14618. Potency, µM (top dose mostly 57.5 µM), without a hit: at the top dose activation, usual class: activators. 260,000 compounds, 0.34% hits; note: potency is the fitted concentration of half-maximal effect; nearly all actives have a fitted effect of over 55% in size
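Kinase-Glo luminescence reports ATP generated from ADP (0.1 mM) and PEP (0.5 mM) by purified hPK-M2 after 1 h at room temperature, pH 7.2 imidazole buffer; intermediate enzyme activity allows detecting inhibitors and activators.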
GALK inh: inhibitors of human galactokinase. P51570. Purified GALK, Kinase-Glo residual ATP luminescence. Potency, µM (titrated, usually from 57.5 µM), for inactives: at the top dose activity change, negative = inhibition, actives largely listed as inhibitors. 270,000 compounds, 0.007% hits; note: potency is the fitted concentration of half-maximal effect
Target sequence (P51570 whole entry, looked up): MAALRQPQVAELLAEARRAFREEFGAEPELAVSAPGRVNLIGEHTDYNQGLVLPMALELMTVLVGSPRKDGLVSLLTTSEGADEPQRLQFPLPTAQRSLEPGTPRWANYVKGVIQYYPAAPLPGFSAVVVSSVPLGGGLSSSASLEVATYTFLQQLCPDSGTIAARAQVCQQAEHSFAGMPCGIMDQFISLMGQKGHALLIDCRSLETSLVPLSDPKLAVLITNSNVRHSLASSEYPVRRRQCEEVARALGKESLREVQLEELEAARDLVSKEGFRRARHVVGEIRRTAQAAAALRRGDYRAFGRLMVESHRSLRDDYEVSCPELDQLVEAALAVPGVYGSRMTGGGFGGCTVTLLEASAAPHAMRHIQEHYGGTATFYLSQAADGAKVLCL
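Compounds were pin-transferred into ATP buffer (35 uM final), then GALK plus galactose (5 nM, 100 uM final) was added. After 1 h at room temperature, Kinase-Glo Plus was added and luminescence read after 10 min.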
Coupling enz: inhibits coupling enzyme system, counter-screen for aldolase hits; AID 2472; coupling enzyme system counterscreen, AmpLite Red fluorescence; activity change, negative = inhibition, % at 58.2 µM, hits read low; 290,000 compounds, 0.67% hits; in the data active = activity change below about -30%
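Counterscreen of the coupled detection system alone, without aldolase: glyceraldehyde-3-phosphate coupling enzymes plus AmpLite Red readout. Compounds at 57.5 uM final, 10 min RT preincubation, 20 min RT reaction, fluorescence 525/598 nm.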
The depositor's hits bear a star; ? = inconclusive; nt = no result given; [ ] = another dose, or the depositor's remark. Unless noted, calls come from the whole dose curve; as a rule, active = well fitted curve in the direction sought with a large enough effect; inconclusive = small, poorly fitted or top-dose-only effect, or another doubt; inactive = no such curve, though single readings can be large; an effect the other way counts as inactive or inconclusive. Unless noted, % is set by controls: 0 for no effect and ±100 for the full control effect.

Values run as follows: B2AR arrestin	Eya2 inh	KCNH2 3.1 inh	Giardia killer	KCNH2 WT inh	USP2a block	BCR signal inh	uPA generation	PKM2 act	GALK inh	Coupling enz
[1] CCCCCCCOc1ccc(OC(=O)c2ccncc2)cc1
  0.3%	-12%	-15	6	-18	1%	?	?	-4%	2%	2
[2] CC(C)(O)C#CC#CCN1CCOCC1
  -0.4%	7%	19	-3	1	2%	9%	-7%	-4%	-4%	1
[3] COc1cc(OC)cc(C(=O)Nn2cc(C(=O)Nc3ccccc3F)c3ccccc3c2=O)c1
  0.1%	7%	5	-25	-5	3%	1%	4%	5%	nt	-2
[4] CCN(CC)C(=O)Cn1cc(S(=O)(=O)CC(=O)NCc2ccc3c(c2)OCO3)c2ccccc21
  0.0%	10%	0	-18	7	-1%	1%	-2%	-1%	8%	1
[5] O=C(Nc1ccc(C(F)(F)F)cc1)c1cccc(-n2cnnn2)c1
  0.2%	-6%	0	-8	-4	-5%	?	-11%	nt	nt	nt
[6] O=C(NCc1ccccc1)C1CCC(=O)N(CCN2CCOCC2)C1 (configuration not stated)
  0.2%	1%	0	18	0	1%	0%	4%	nt	-1%	0
[7] Cc1ccc(CNC(=O)Cc2cn(C)c3ccccc23)cc1
  -0.4%	3%	0	3	-6	-1%	0%	0%	nt	4%	-8
[8] C=CCOC(=O)/C(=C\c1ccccc1)NC(=O)c1ccco1
  0.1%	1%	-15	-8	1	1%	4%	3%	-8%	1%	0
[9] CC1(C)CC(=O)C2=C(C1)O[C@@]1(CCCCN3C(=O)c4ccccc4C3=O)Cc3cc(C#N)ccc3C2O1
  0.3%[9.22 µM]	3%[15.4 µM]	nt	nt	nt	-1%[7.66 µM]	?	nt	-13%[11.5 µM]	nt	-4
[10] O=C(CN(CC1CCCO1)C(=O)CNS(=O)(=O)c1ccc(Cl)cc1)NC1CCCC1 (configuration not stated)
  -0.1%	1%	-18	6	-6	1%	2%	1%	nt	-1%	2
[11] CCc1nnc(NC(=O)CCC(=O)N2CCN(Cc3ccccc3)CC2)s1
  0.0%	2%	-14	5	-6	1%	0%	5%	-8%	0%	0
[12] COC(=O)c1ccc(CO/N=C/c2ccccc2OC)cc1
  -0.2%	-19%	-8	2	0	0%	?	4%	nt	nt	2
[13] OCC[C@@H]1C[C@@H](O)[C@H](O)[C@]2(OCCc3ccccc32)O1
  5.1%	-2%	-11	-23	-5	0%	-8%	0%	3%	nt	-2
[14] Cc1nc(-c2ccc(NC(=O)CC(C)C)cc2)cs1
  -0.2%	2%	1	-19	-5	2%	?	-9%	-11%	2%	1
[15] N#Cc1c(N)nc2c(c1N)CC(CO)O2 (configuration not stated)
  0.3%	-10%	4	-17	-10	1%	-1%	3%	0%	-2%	2
[16] Cc1[nH]c(C)c(S(=O)(=O)NCc2ccc(F)cc2)c1C(=O)N1CCCCC1
  0.2%	5%	1	-19	-1	-3%	-2%	-3%	nt	3%	nt
[17] O=C(CCC1CCCC1)Nc1nnc(-c2ccc3c(c2)OCO3)s1
  0.0%	0%	-2	-18	0	7%	5%	-1%	0%	0%	4
[18] Cc1nn(-c2ccc(C(=O)O)cc2)c(C)c1Cl
  0.2%	0%	9	-18	-1	3%	?	-3%	4%	0%	4
[19] COc1cccc(NC(=O)N(Cc2ccco2)C(C)c2cccs2)c1 (configuration not stated)
  -0.2%	5%	-19	-9	-3	3%	4%	-6%	4%	0%	2
[20] c1cnc(N2CCN(c3nc4ccccc4n4cnnc34)CC2)nc1
  -0.1%	-11%	11	12	60	4%	10%	nt	13%	-2%	0
[21] O=C(CCn1[nH]c(=O)c2ccccc2c1=O)OC1CCCCC1
  0.2%	-7%	8	6	-2	2%	-1%	-1%	-1%	8%	4
[22] CC[C@]1(C(=O)OC)[C@H]2C(=O)N(C)C(=O)[C@H]2[C@H]2CN=C(SCc3ccc(Cl)cc3)N21
  -0.2%	4%	39	-1	2	-1%	-3%	1%	nt	nt	nt
[23] CCNc1nc(N)nc(Oc2ccc(C(=O)OC)cc2)n1
  0.0%	23%	-2	13	5	3%	?	-1%	5%	1%	-1
[24] CS(=O)(=O)N(CC(=O)NCc1ccco1)Cc1ccc(Cl)cc1
  -0.3%	7%	-14	-17	5	0%	-1%	9%	?	0%	1
[25] O=C1C=C(N2CCOCC2)c2ccccc2C1=O
  -0.4%	9%	4	18	0	2%	?	-16%	-7%	13µM*	-66*
[26] Cc1cc(C)n(CC(C)NCc2cn[nH]c2-c2ccc(C)c(C)c2)n1 (configuration not stated)
  -1.1%	0%	4	9	21	0%	-3%	3%	0%	4%	1
[27] CC(CNC(=O)CN1C(=O)CCSc2ccccc21)c1ccccc1 (configuration not stated)
  0.4%	-14%	5	-23	-6	-1%	-2%	1%	nt	-2%	6
[28] Cc1cc(=O)[nH]c(SCC(=O)c2ccccc2)c1C#N
  0.0%	21%	12	-15	1	4%	?	3%	-4%	1%	0
[29] Cc1ccc2oc(-c3ccc(C)c(NC(=O)Cc4cccs4)c3)nc2c1
  0.2%	9%	5	22	7	1%	10%	14%	-3%	nt	-1
[30] CC(C)[C@@H]1CN=C(N)N1C[C@@H]1CCCN1C[C@H](C)N1C[C@@H](Cc2ccccc2)N(CCc2ccc(Cl)c(Cl)c2)C1=N
  -0.8%	-14%	-5	-4	0	-1%	-1%	6%	nt	nt	nt
[31] O=C(c1ccc(NS(=O)(=O)c2cccc([N+](=O)[O-])c2)cc1)N1CCCCCC1
  -1.3%	8%	22	6	7	1%	0%	-2%	nt	nt	nt
[32] O=C(N/C(=C\c1ccccc1)C(=O)N1CCOCC1)c1ccccc1Cl
  -0.7%	8%	-1	-1	-15	0%	5%	-6%	0%	-10%	nt
[33] Cc1ccc(CNC(=O)C2CC(=O)N(C3CCCCCC3)C2)cc1 (configuration not stated)
  -0.1%	2%	-1	-10	-3	-8%	14%	-9%	-8%	3%	14
[34] O=C(O)/C=C/C(=O)Nc1ccc(N2CCOCC2)nc1N1CCOCC1
  0.0%	0%	-5	8	-9	6%	6%	-1%	17%	-1%	-25
[35] CC1(C)C[C@H](O)[C@]2(CO)CC[C@]3(C)C(=CCC4[C@@]5(C)CC[C@H](O)C(C)(C)C5CC[C@]43C)[C@@H]2C1 (some centres not stated)
  -0.4%	-13%	3	-4	-4	-2%	-7%	-6%	nt	nt	nt
[36] COc1cccc(COC(=O)Cc2ccc(S(=O)(=O)N3CCOCC3)s2)c1OC
  0.0%	3%	-4	-11	-4	2%	-2%	6%	nt	nt	nt
[37] CC(=O)c1ccc(NC(=O)C(C)Nc2ccc(Cl)cc2)cc1 (configuration not stated)
  -0.1%	7%	-2	?	5	1%	1%	2%	6%	2%	0
[38] CSc1nc(C)c(CCOC(=O)c2ccccc2)c(=O)[nH]1
  -0.2%	6%	-3	-2	1	-1%	?	1%	-3%	-3%	-1
[39] COc1ccccc1N(CC(=O)NC(C)(C)C)S(=O)(=O)c1cccs1
  -0.4%	0%	-4	6	2	0%	2%	3%	-7%	0%	2
[40] O=C(O)CN1c2cccc3cccc(c23)S1(=O)=O
  -0.6%	1%	-8	-1	-4	-1%	0%	-1%	0%	0%	-1
[41] Cc1nn(-c2cc(N3CCCCC3)ccc2N)c(=O)c2ccccc12
  0.1%	-2%	-4	-2	2	-4%	5%	-2%	9%	-2%	-2
[42] Cn1c(C(=O)NN)cc2cc(Oc3ccccc3)ccc21
  -0.4%	-17%	9	-15	-6	1%	-1%	2%	-5%	-1%	-2
[43] S=c1nc(-c2ccco2)[nH][nH]1
  -0.1%	10%	-5	7	-3	0%	?	7%	1%	4%	1
[44] Cc1cc(OCCCCN2C(=O)NC(C)(C)C2=O)cc(C)c1Cl
  0.5%	3%	-4	-4	-6	4%	?	2%	-1%	3%	2
